miR122 inh = miR-122 inhibition in Huh7 cells. activation (reporter increase), % at 12.5 µM. Huh7 miR-122 Renilla luciferase sensor, 48 h; neutral wells = 0, positive control = 100. 340,000 compounds, 0.3% hits;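 active means mean replicate activation score at least 90 and every replicate individually at or above 90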;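 further: higher luciferase means less miR-122 activity so hits act as miR-122 inhibitors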
* hit, by the source's call.

smiles	miR122 inh
CC1CN(C(=O)c2ccc(CNS(=O)(=O)c3cccc(C(F)(F)F)c3)cc2)CC(C)O1 (configuration not stated)	-12.1
CC(C)C1C2=C(CC(C)(C)CC2=O)ON1c1ccccc1 (configuration not stated)	-1.1
CCC(=O)N1CCc2cc(S(=O)(=O)N(CC)c3cccc(C)c3)ccc21	2.7
Cc1ccc(Cl)cc1N1CCN(C(=O)CN(C2CCCCC2)S(C)(=O)=O)CC1	-8.0
Cc1cc(=O)[nH]c(SCCCOc2ccccc2Cl)n1	-2.9
COc1ccccc1C1C=C(c2ccccc2)Nc2nnnn21 (configuration not stated)	9.3
Cc1ccc(NC(=O)c2cc(Cl)nc3ccccc23)cc1	13.9
CCOC(=O)C1C(=O)CC(C)(O)C(C(=O)OCC)C1c1ccccc1OC (configuration not stated)	35.9
Cc1cccc(NC(=O)CSc2nnnn2C)n1	0.4
CCCc1nc2oc3c(NCc4ccccn4)ncnc3c2c2c1COC(C)(C)C2	-9.1

(continued)
smiles	miR122 inh
N#CCSc1nc2ccc(N3CCOCC3)cc2c(=O)n1CCc1ccccc1	-5.9
CCS(=O)CCSC(=N)N (configuration not stated)	0.6
C=CCN1C(=O)CC(C(=O)NC)SC1=Nc1ccc(C(=O)OCC)cc1 (configuration not stated)	-2.6
COc1ccc(-n2cnnc2SCC(=O)N2CCN(c3ccccc3)CC2)cc1	3.3
CSc1n[nH]c(NC(C)=O)n1	3.9
COc1cc(NC(=O)Nc2ccccc2)c(OC)cc1NC(=O)CN1CCCCC1	10.5
CCOC(=O)C(C)N1C(=O)S/C(=C/c2cc(C)n(-c3ccccn3)c2C)C1=O (configuration not stated)	-4.0
CCC(C)NS(=O)(=O)c1ccc(NS(C)(=O)=O)cc1 (configuration not stated)	22.2
Cc1cc(C(F)(F)F)nn1-c1nc(-c2ccco2)cc(C(F)(F)F)n1	-1.4
CNc1nc(-c2ccccn2)nnc1-c1ccccc1	2.2

The listing continues.
smiles	miR122 inh
Cc1ccc(NC(=O)c2cc3ccccc3oc2=O)cc1S(=O)(=O)N(C)C	4.8
CCC/C(=N\NC(=O)CNC(=O)/C=C/c1ccco1)c1ccccc1	-1.7
COc1ccc(/C=C/C(=O)Nc2cc(C(F)(F)F)ccc2Cl)cc1OC	-7.5
CCc1ccc2c(c1)cc(CN(C(=S)Nc1ccccc1C)C1CC1)c1nnnn12	-0.2
O=C(CC(c1ccccc1)c1cc(Br)ccc1O)NCc1ccco1 (configuration not stated)	5.6
O=C1CN(C(=O)COC(=O)CCC(=O)c2ccc3c(c2)OCCO3)c2ccccc2N1	-4.9
COCCOC(=O)c1c(C)n(C)c2ccc(OC(=O)c3ccco3)cc12	-0.1
Cc1cccc(C(=O)n2c(=S)nc3ccccn32)c1	5.7
COc1nc(OC/C(N)=N/O)nc(N2CCOCC2)n1	8.2
CCOc1cc(NC(=S)NCCCOC)c(OCC)cc1NC(=O)c1cccs1	10.4

(more compounds)
smiles	miR122 inh
O=S(=O)(Nc1nc2ccccc2[nH]1)c1ccc(Cl)cc1	62.6
CCOC(=O)C1=C(O)/C(=C/c2cn(CC(=O)NCC3CCCO3)c3ccccc23)SC1=Nc1ccc(C)cc1 (configuration not stated)	3.2
CCN1C(=O)/C(=C/c2ccc(C)s2)SC1=Nc1ccc(OC)cc1	-1.1
COc1ccc(NC(=O)CN(C)CC(=O)Nc2ccccc2SC)cc1	-4.0
O=C(/C=C/c1cc2c(cc1Br)OCO2)NCc1ccc(Cl)cc1	3.5
CCCSc1nc2c(cnn2-c2ccc(Cl)cc2)c(=O)[nH]1	5.8
CCn1cc(C(=O)NCCCOC)c2cc(OC)c(OC)cc2c1=O	13.6
CC(C)NCC(=O)NC12CC3CC(CC(C3)C1)C2	-10.4
CC(=O)c1cccc(NC(=O)Nc2cnn(Cc3ccc(Cl)cc3Cl)c2)c1	-0.6
Cc1ccc2[nH]c3c(=O)n(CCN4CCOCC4)cnc3c2c1	-1.9

Continued:
smiles	miR122 inh
O=C(C[C@H]1C[C@H](C(=O)N2CCCCC2)[C@@]2(CCc3ccccc3)c3[nH]c4ccc(Cl)cc4c3CCN2C1=O)NCCN1CCOCC1	-4.7
CCOC(=O)CCC(NC(=O)c1cncc(O)c1)C(=O)OCC (configuration not stated)	-13.5
Cn1cnnc1SCNC(=O)C(F)(F)F	-3.1
Cc1ccc2nc3sc(C(=O)NCc4ccco4)c(N)c3cc2c1	-6.3
CCC(C)N1CC(C(=O)O)CC1=O (configuration not stated)	-3.2
COc1ccc(CN(C(=S)Nc2ccccc2)C2CC(=O)N(c3ccccc3)C2=O)cc1 (configuration not stated)	0.2
CC(=O)c1cccc(N(C(=O)c2cnccn2)C(C(=O)NCc2ccccc2)c2ccco2)c1 (configuration not stated)	0.2
Cc1c(C#N)c(N=CN(C)C)c(C(=O)c2ccc(Br)cc2)n1-c1ccc(Cl)cc1	3.7
Cc1ccc(C(=O)c2cncc(Br)c2)cc1	-2.9
CC1(C)C2CCC1(CS(=O)(=O)NCc1ccc(C(=O)O)cc1)C(=O)C2 (configuration not stated)	2.0

Further compounds follow.
smiles	miR122 inh
C=C(c1ccc(OCCO)cc1)c1ccc(OCCO)cc1	2.1
CCN(CC)C(=O)C(=O)Nc1cc(C(F)(F)F)ccc1Cl	0.3
O=C1c2ccccc2CCCC12N=NCC2c1cccc2ccccc12 (configuration not stated)	18.1
OCCNc1nc(NCCC2=CCCCC2)nc(N2CCOCC2)n1	-0.3
COC(=O)/C(=C\Nc1cccc(Cl)c1C)c1ncc(C(F)(F)F)cc1Cl	-1.1
CSc1nncn1/N=C/c1ccc2c(c1)OCO2	-2.9
COc1ccc(N2C(=O)CSC2c2ccc3c(c2)OCO3)c(OC)c1 (configuration not stated)	-1.1
O=C(O)CC(CC(=O)Nc1nncs1)c1ccccc1 (configuration not stated)	-3.3
CCCCNC(=O)N1CCN(Cc2cccc(F)c2)CC1	-2.0
O=C(COC(=O)c1ccccc1-c1ccccc1[N+](=O)[O-])c1ccccc1	4.3

(further entries)
smiles	miR122 inh
N#Cc1c2c(c(NCc3ccco3)n3c1nc1ccccc13)CCC2	0.6
CCO/C=C1\C(=O)N(c2ccccc2)C(=O)c2ccccc21	-7.0
CC(=O)c1cc2c(cc1NC(=O)c1cc3nc(C(C)C)cc(C(F)(F)F)n3n1)OCO2	-7.5
COC(=O)CCC(=O)NNC(=O)c1ccc(Br)cc1	2.2
CC(=O)c1ccc(N2CCN(S(=O)(=O)c3ccc4c5c3CC(=O)N5CC(C)S4)CC2)cc1 (configuration not stated)	-0.9
Cc1noc2ncnc(Sc3ccccc3Cl)c12	63.2
CC1(C)CC(=O)c2cnc(NCC3CCCO3)nc2C1 (configuration not stated)	-0.7
Cc1csc(NC(=O)CSc2nc(C)cs2)n1	-5.1
COc1ccc(-c2noc(CCCOc3ccc(Cl)cc3Cl)n2)cc1	-3.5
CCN1C(=O)C2C(c3cccc(F)c3)NC(C)(C(=O)OC)C2C1=O (configuration not stated)	4.2

(further entries)
smiles	miR122 inh
Cc1[nH]c2ccccc2c1C(=O)COC(=O)c1c(-c2ccccc2Cl)noc1C	56.2
CCOC(=O)c1ccc(NC(=O)COc2ccccc2OC)cc1	-0.7
Oc1ccc(-c2nc3ccccn3c2NCc2ccco2)cc1	-1.0
O=C(Cc1cccs1)Nc1ccc(-c2nnc(-c3ccccc3)o2)cc1	-4.2
O=C(c1ccco1)N(Cc1ccco1)c1ccc(O)cc1	9.2
C=C(C)Cn1c(N2CCC(Cc3ccccc3)CC2)nc2c1c(=O)[nH]c(=O)n2C	1.0
Cc1ccc(C(=O)COC(=O)CCc2nc3ccccc3[nH]c2=O)cc1C	-8.4
CC(=O)Nc1ccc(S(=O)(=O)/N=C2\SCCN2S(=O)(=O)c2ccc(NC(C)=O)cc2)cc1	-5.2
O=C(NCCN1CCOCC1)c1ccc2c(c1)N(Cc1ccccc1F)C(=O)CS2	-1.4
O=C(C1CCC1)N1CCc2cc(S(=O)(=O)NCCN3CCN(c4ccccc4F)CC3)ccc21	4.3

Following part
smiles	miR122 inh
CCOc1cc(S(=O)(=O)NC2CCCC2)ccc1Cl	26.4
COc1ccc(N(C(=O)c2ccco2)S(=O)(=O)c2ccccc2)cc1	5.0
CCCC(=O)N(Cc1cc2cc(C)ccc2[nH]c1=O)c1ccccc1OC	5.0
Cc1cc(C)c(NN=c2c(=O)c3ccccc3c2=O)c(C)c1	-2.4
COc1cccc(CN(C(=O)COc2ccccc2[N+](=O)[O-])C2CCS(=O)(=O)C2)c1 (configuration not stated)	-5.2
COc1cccc(/C=C(/CC(=O)Nc2ccc(N3CCOCC3)cc2)c2nc3ccccc3s2)c1	8.2
Cc1ccc(S(=O)(=O)/N=C2\C=C(Nc3ccc(O)cc3)C(=O)c3ccccc32)cc1	-5.4
CC(C)OC(=O)c1cc2ccccc2oc1=O	1.3
CCCOCn1cc(F)c(=O)[nH]c1=O	9.8
O=C(NCCCN1CCOCC1)c1cc(-c2ccc(F)cc2)on1	1.6

Other structures follow:
smiles	miR122 inh
Cc1ccc(OCc2nnc(SCC(=O)NCc3ccco3)n2C)cc1	-0.1
Cc1ccccc1NC(=O)c1sc(NC(=O)COc2ccccc2)c(C#N)c1C	-2.8
O=C(O)/C=C/C(=O)Nc1ccccc1C(=O)Nc1ccccc1	-10.4
Cc1cc(C)c(NC(=O)CSc2nccn2C)c(C)c1	-0.4
Fc1ccccc1N1CCN(CC2CC3C=CC2C3)CC1 (configuration not stated)	0.6
CCC(C)Nc1nc(-c2cccc(OC)c2O)nc2ccccc12 (configuration not stated)	61.7
CC1CCN(C(=O)CSc2nnc(CNc3ccc(F)cc3)n2Cc2ccco2)CC1	4.3
COc1ccc(CCNC(=O)CCN2C(=O)COc3ccc(C)cc32)cc1OC	0.4
CCS(=O)(=O)N1CCC(c2nc(-c3ccc(C(F)(F)F)cc3)no2)CC1	-1.3
CCC(CC)C(=O)Nc1ccc(C)c(O)c1	-3.9

Next entries:
smiles	miR122 inh
Cc1cnc(NC(=O)CSc2nnc(Cc3ccccc3)n2C)s1	3.0
C=CCN=C1CC(C)(C)CC(=O)/C1=C(/O)CCC(=O)OC	-3.3
CCCn1c(=O)c(C(=O)NNS(=O)(=O)c2ccc(Cl)cc2)c(O)c2ccccc21	-4.1
CCOC(=O)C1CCN(C(=O)c2c(-c3c(Cl)cccc3Cl)noc2C)CC1	-1.0
CCCn1c2ccccc2c2nnc(SC(CC)C(=O)Nc3cc(C)on3)nc21 (configuration not stated)	-2.6
Nc1nc(-c2ccccc2)cc(-c2ccccc2O)n1	-7.6
COC(=O)c1c(NC(=O)CSc2nnc(-c3ccco3)n2C)sc(C)c1C	-5.2
COc1ccc(O)c(-c2cc(-c3cccs3)[nH]n2)c1	0.4
O=C(Nc1scc(-c2cccs2)c1C(=O)O)c1cccs1	4.8
COc1ccc(OC)c(NC(=O)c2ccc(CN(c3cc(Cl)ccc3C)S(=O)(=O)c3ccccc3)cc2)c1	1.8

Next entries follow:
smiles	miR122 inh
CC(=O)c1ccc(N2Cc3ccccc3C2=NC(=O)c2cccs2)cc1	-3.5
c1ccc(-c2csc3ncn4nnnc4c23)cc1	-12.1
CC1CCN(c2ccc(C(=O)O)cc2NS(=O)(=O)c2ccc(Br)cc2)CC1	14.4
COc1ccc(N2CCN(C(=O)C3CCCN3S(=O)(=O)c3cccc4nsnc34)CC2)cc1 (configuration not stated)	0.8
COc1ccc(OC)c(/C(O)=C/C(=O)C(=O)Nc2cc(C)ccc2OC)c1	5.0
CCOc1ccccc1C(=O)N/N=C/c1cccc2cccnc12	-0.7
COC(=O)c1ccc(OCC(=O)Nc2nn(-c3ccccc3)nc2C(N)=O)cc1	-5.8
COc1cc2oc3ccccc3c(=O)c2cc1OC	-6.0
CC1CC(C)CN(C(=O)CNS(=O)(=O)c2ccc(Br)s2)C1 (configuration not stated)	4.1
O=C(Nc1cccc(F)c1)c1cccc(S(=O)(=O)N2CCOCC2)c1	-0.5

Entries from the list above with two or more sulfur atoms (12):
smiles	miR122 inh
CCS(=O)CCSC(=N)N (configuration not stated)	0.6
CCC(C)NS(=O)(=O)c1ccc(NS(C)(=O)=O)cc1 (configuration not stated)	22.2
CCOc1cc(NC(=S)NCCCOC)c(OCC)cc1NC(=O)c1cccs1	10.4
CCN1C(=O)/C(=C/c2ccc(C)s2)SC1=Nc1ccc(OC)cc1	-1.1
CC(=O)c1ccc(N2CCN(S(=O)(=O)c3ccc4c5c3CC(=O)N5CC(C)S4)CC2)cc1 (configuration not stated)	-0.9
Cc1csc(NC(=O)CSc2nc(C)cs2)n1	-5.1
CC(=O)Nc1ccc(S(=O)(=O)/N=C2\SCCN2S(=O)(=O)c2ccc(NC(C)=O)cc2)cc1	-5.2
Cc1cnc(NC(=O)CSc2nnc(Cc3ccccc3)n2C)s1	3.0
COC(=O)c1c(NC(=O)CSc2nnc(-c3ccco3)n2C)sc(C)c1C	-5.2
O=C(Nc1scc(-c2cccs2)c1C(=O)O)c1cccs1	4.8
COc1ccc(N2CCN(C(=O)C3CCCN3S(=O)(=O)c3cccc4nsnc34)CC2)cc1 (configuration not stated)	0.8
CC1CC(C)CN(C(=O)CNS(=O)(=O)c2ccc(Br)s2)C1 (configuration not stated)	4.1

Remaining list, next part.
smiles	miR122 inh
Cc1noc(C)c1COC(=O)c1ccccc1Oc1ccccc1	11.6
CC(=O)/C(=C/Nc1ccc(Oc2ccccc2)cc1)c1ccccc1	-2.6
CCOc1ccc(/C=N/NC(=O)c2ccc(Cn3cc([N+](=O)[O-])cn3)o2)cc1	5.0
Cc1ccc(NC(=O)c2cc(NC(=O)c3ccco3)ccc2N2CCOCC2)cc1	67.0
CCOC(=O)c1c(-c2ccccc2)nc2ccccn12	-12.9
Cc1ccccc1C(=O)Nc1nnc(-c2ccc(C(C)(C)C)cc2)s1	-5.1
CC(C)(C)NC(=O)c1sccc1C(=O)O	-1.9
Cc1cc(Oc2ccccc2)nc(NCc2ccccc2)n1	1.8
CCCCCN(C(=O)NC(=O)NC(C)CC)S(C)(=O)=O (configuration not stated)	-11.9
COc1ccc(-c2csc(NC(=O)c3cc(C)on3)c2C#N)cc1OC	-10.0
CCOC(=O)Cn1c2ccccc2c2nc3ccccc3nc21	14.6

An excerpt; count on the stated rates, not on these rows.
